# Source: PubChem BioAssay (National Center for Advancing Translational Sciences (NCATS))
# KCNH2 3.1 inh: blocks the human KCNH2 3.1 channel isoform; U2OS KCNH2 3.1, thallium flux FluxOr; stronger effect = lower value; activity change, % (tested at about 1.8 µM); 0.95% of 340,000 active;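 active = maximum activity change below -70%; inconclusive = maximum activity change from -70% to -50%; inactive = maximum activity change above -50%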;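 note: thallium influx rate constant from kinetic fluorescence after stimulation buffer; % is set by controls: 0 for no effect and ±100 for the full control effect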
#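 Measured as rate of thallium-driven FluxOr signal in transduced U2OS cells carrying the 3.1 channel, read kinetically for 2 min upon stimulation; values are rate constants scaled to DMSO control wells.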
# VP16 counter: counter-screen for ROR gamma inhibitors: Gal4-VP16 reporter; Drosophila S2 Gal4-VP16 UAS-luciferase, luminescence, 20 h; Potency, µM (highest dose often 53.6 µM), for inactives: at the highest dose activity, negative = inhibition, actives largely listed as inhibitors; 3.5% of 310,000 active; AID 2546;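 note: Gal4-VP16 expression switched on by copper sulfate through the metallothionein promoter; potency is the fitted concentration of half-maximal effect; % is set by controls: 0 for no effect and ±100 for the full control effect; nearly all actives have a fitted effect of over 50% in size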
# RORgamma inh: inhibitors of mouse ROR gamma transcriptional activity; P51450; Drosophila S2 Gal4-RORgamma UAS-luciferase reporter, 20 h; Potency, µM (doses to about 53.6 µM), for inactives: at the highest dose activity change, negative = inhibition, usual class: inhibitors; 5.4% of 310,000 active; AID 2551; note: potency is the fitted concentration of half-maximal effect; % is set by controls: 0 for no effect and ±100 for the full control effect; nearly all actives have a fitted effect of over 60% in size
# Target sequence (P51450 whole entry, looked up, the tested form may be a part): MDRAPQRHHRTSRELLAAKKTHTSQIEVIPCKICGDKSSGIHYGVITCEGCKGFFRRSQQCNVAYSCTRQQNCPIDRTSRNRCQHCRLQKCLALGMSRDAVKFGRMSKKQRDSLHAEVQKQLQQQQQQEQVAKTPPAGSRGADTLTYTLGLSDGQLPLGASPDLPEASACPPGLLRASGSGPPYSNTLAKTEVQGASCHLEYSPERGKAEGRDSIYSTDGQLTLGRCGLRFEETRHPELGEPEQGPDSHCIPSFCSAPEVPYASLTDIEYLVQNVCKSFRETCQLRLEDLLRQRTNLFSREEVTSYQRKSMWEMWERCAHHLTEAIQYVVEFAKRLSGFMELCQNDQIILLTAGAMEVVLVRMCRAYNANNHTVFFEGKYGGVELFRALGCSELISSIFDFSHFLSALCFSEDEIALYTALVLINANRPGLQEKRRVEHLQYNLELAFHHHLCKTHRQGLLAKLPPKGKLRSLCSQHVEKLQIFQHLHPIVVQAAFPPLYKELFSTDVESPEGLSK
#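 Drosophila S2 cells stably expressing Gal4-DBD/mouse RORγ fusion under metallothionein promoter plus UAS-luciferase; compound 1 h, then 700 uM CuSO4 induction for 20 h at ambient temperature; inhibition read as reduced luminescence.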
# ELG1 genotoxic: inducers of genotoxicity in HEK293T ELG1-luciferase cells. HEK293T ELG1-luciferase reporter, luminescence, 16 h. Potency, µM (titrated, usually from 46 µM), for the others: top-dose activity change, positive = activation, usual class: activators. 1.3% of 330,000 active. AID 504466; note: potency is the fitted concentration of half-maximal effect; % of control where 0% means no effect; nearly all actives have a fitted effect of over 60% in size
#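 Cells (2,000/well) expressing the ELG1-luciferase fusion are dosed by pin tool and kept 16 hr at 37 °C, 5% CO2. Signal comes from ONE-Glo luciferase reagent after 30 min at room temperature.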
# Rab9 promoter act: activators of Rab9 promoter | Huh7 Rab9 promoter-luciferase reporter, luminescence, 24 h | AID 485297 | Potency, µM (highest dose often 9.22 µM), inactives show top-dose activation, negative = inhibition, actives largely listed as activators | 2.8% of 320,000 active; note: potency is the fitted concentration of half-maximal effect; % of control where 0% means no effect; nearly all actives have a fitted effect of over 60% in size
#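 Huh7 cells stably carrying a Rab9 promoter-luciferase reporter, 1500 cells per well in OP-MEM I with 10% FBS, treated with compound 24 hours at 37C. Luciferase activity read by luminescence after 10 minutes with Amplite reagent.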
# uPA generation: cell surface uPA generation inhibition | AID 540303 | cell surface uPA generation assay, qHTS | Potency, µM (doses to about 38.3 µM), inactives show top-dose activity change, negative = inhibition, usual class: inhibitors | 0.31% of 330,000 active; active = well fitted inhibition curve with a large enough effect; inconclusive = small, poorly fitted or top-dose-only effect; inactive = no such curve, though single readings can be large or run the other way; tested in mouse RAW 264.7 cells; note: potency is the fitted concentration of half-maximal effect; % is set by controls: 0 for no effect and ±100 for the full control effect; nearly all actives have a fitted effect of over 55% in size
# Coupling enz: coupling enzyme interference in Giardia aldolase counter-screen; coupling enzyme system counterscreen, AmpLite Red fluorescence; 0.67% of 290,000 active; activity change, negative = inhibition, % at 58.2 µM, hits read low; in the data active = activity change below about -30%; note: % is set by controls: 0 for no effect and ±100 for the full control effect
#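 Final compound at 57.5 uM, incubated 10 min at RT with coupling enzyme reagent (glyceraldehyde-3-phosphate), then 20 min with substrate and AmpLite Red detection. Fluorescence read at 525/598 nm; tests interference with the coupling assay, not aldolase inhibition.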
# Giardia kill: Giardia lamblia killing; Giardia lamblia trophozoite viability; activity change, % at 7.66 µM, hits read low; 0.15% of 340,000 active; AID 540267; in the data active = activity change below about -80%; inconclusive = between about -30% and that limit;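 note: parasites exposed to compound for two days anaerobically before the ATP read; % is set by controls: 0 for no effect and ±100 for the full control effect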
#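 Compounds were tested on trophozoites seeded at 100 cells/well and held 48 hrs at 37 deg C anaerobically. An ATP-based luminescent kit measured the remaining live cells.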
# NPC1 promoter act: NPC1 promoter activation; Huh7 NPC1 promoter luciferase reporter, 24 h; Potency, µM (doses to about 9.22 µM), for the others: at the highest dose activation, actives largely listed as activators; 2.4% of 320,000 active; AID 485313;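 note: potency is the fitted concentration of half-maximal effect; % of control where 0% means no effect; nearly all actives have a fitted effect of over 60% in size; reporter is driven by a mutant NPC1 promoter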
#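 Readout is luciferase luminescence, reflecting NPC1 promoter activation in stably transfected Huh7 cells after 24 h compound exposure at 37 °C in reduced-serum medium with 10% FBS.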
# Tb PFK block: blocks T. brucei phosphofructokinase | O15648 | T. brucei PFK, ADP-Glo luminescence | Potency, µM (doses to about 57.5 µM), for inactives: at the top dose activity, negative = inhibition, actives largely listed as inhibitors | 0.17% of 330,000 active;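 note: potency is the fitted concentration of half-maximal effect; 0% = uninhibited 1x PFK enzyme wells and -100% = no-enzyme wells; nearly all actives have a fitted effect of over 60% in size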
# Target sequence (O15648 whole entry, looked up): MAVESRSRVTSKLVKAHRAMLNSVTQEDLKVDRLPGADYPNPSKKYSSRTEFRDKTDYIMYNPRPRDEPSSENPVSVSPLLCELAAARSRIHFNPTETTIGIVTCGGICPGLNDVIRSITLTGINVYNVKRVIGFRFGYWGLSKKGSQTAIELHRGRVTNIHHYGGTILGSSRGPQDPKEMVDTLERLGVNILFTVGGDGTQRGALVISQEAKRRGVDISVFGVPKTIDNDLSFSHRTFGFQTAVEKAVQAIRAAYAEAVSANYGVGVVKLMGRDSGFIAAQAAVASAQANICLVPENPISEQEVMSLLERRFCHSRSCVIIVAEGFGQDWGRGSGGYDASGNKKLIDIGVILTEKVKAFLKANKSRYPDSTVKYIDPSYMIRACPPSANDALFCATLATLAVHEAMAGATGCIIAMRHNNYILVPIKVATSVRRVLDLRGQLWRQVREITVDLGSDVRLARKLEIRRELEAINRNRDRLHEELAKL
#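 In TEA buffer at pH 8.0 with 5 mM MgCl2, enzyme (1.25 nM) converted F6P (0.5 mM) and ATP (0.1 mM) for 45 min at room temperature. ADP product was read by luciferase luminescence.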
# FLuc modulator: counter-screen for miR-21 project: firefly luciferase inhibitors or activators; P08659; purified FLuc, Km substrates, luminescence inhibition; Potency, µM (series often up to 57.5 µM), for inactives: at the top dose activity change, negative = inhibition, most hits filed as inhibitors; 6.9% of 360,000 active; AID 588342;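 note: potency is the fitted concentration of half-maximal effect; plate controls were vehicle for no effect and reference inhibitor for full effect; nearly all actives have a fitted effect of over 55% in size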
#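 Purified P. pyralis luciferase (10nM final) with 10uM D-luciferin and 10uM ATP (Km levels) in 50mM Tris acetate pH 7.5, 10mM Mg acetate, 0.01% Tween-20, 0.05% BSA; qHTS 6-point titration, ~60 µM downward; luminescence read.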
# * marks the source's active call; other numbers are inactive results; ? = inconclusive; nt = not tested or not shown; [ ] = remark or other dose. Unless noted, calls come from the whole dose curve; as a rule, active = well fitted curve in the direction sought with a large enough effect; inconclusive = small, poorly fitted or top-dose-only effect, or another doubt; inactive = no such curve, though single readings can be large; an effect the other way counts as inactive or inconclusive. Compounds were not picked by outcome (roughly 14% active in at least one column).
SMILES,KCNH2 3.1 inh,VP16 counter,RORgamma inh,ELG1 genotoxic,Rab9 promoter act,uPA generation,Coupling enz,Giardia kill,NPC1 promoter act,Tb PFK block,FLuc modulator
O=C(COc1coc(CN2CCN(c3ccccc3)CC2)cc1=O)Nc1cccc(F)c1,4,nt,nt,3%,-4%,2%,nt,-7,2%,2%,5%
CCOC(=O)C1CCN(CCC(=O)Nc2cccc(C)c2)CC1,-2,0%,-1%,2%,-4%,3%,1,-11,-3%,1%,1%
COc1ccc(CCN(Cc2cccs2)S(=O)(=O)c2ccc(-n3cnnn3)cc2)cc1OC,-38,2%,-6%,-11%,-5%,-8%,1,1,-5%,0%,4%
CCCC(=O)Nc1ccc(C(=O)NNC(=O)c2cccs2)cc1,7,6%,14%,2%,-2%,nt,7,-2,-2%,0%,3%
CC(=O)Nc1cccc(Oc2ncnc3scc(-c4ccccc4)c23)c1,nt,16%,?,-1%,1%,-8%,4,2,1%,4%,0%
COC(=O)c1ccccc1NC(=O)N1CCN(c2ccc(OC)cc2)CC1,-16,-6%,-6%,-3%,-4%,6%,2,-9,-3%,0%,3%
C/C=C(\C)C(=O)NCCN1C2=NC[C@H](Cc3ccc(O)cc3)N2C[C@H]1Cc1ccc(O)cc1,3,-4%,22%,-5%,3%,8%,3,-10,0%,2%,4%
C=CCc1c(C)[nH]c2ccc(C)cc2c1=O,nt,-12%,?,?,9%,2%,0,-6,20%,-3%,?
COc1ccc(C(=O)OCC(=O)NC(C)CCc2ccccc2)cc1OC (stereo unspecified),80,5%,14%,1%,-11%,-5%,-1,-2,3%,-4%,-1%
CCc1ccc(OCCn2ccnc2)cc1,6,-7%,-12%,-1%,4%,-2%,1,9,-3%,3%,2%
CC12CCCCN1CCCc1c2[nH]c2ccccc12 (stereo unspecified),9,-5%,-2%,0%,-5%,3%,-5,1,-5%,-9%,4%
O=C(Nc1ccc(N2CCN(C(=O)c3ccccc3)CC2)c(Cl)c1)c1ncn[nH]1,-11,?,-11%,-10%,-6%,0%,9,-5,-1%,0%,2%
CCOc1cc(/C=N/NC(=O)c2ccccn2)ccc1OC(=O)c1cccs1,3,25%,-11%,?,8%,-4%,-1,-12,18%,3%,?
O=C(NNC(=S)Nc1ccc(Br)cc1)c1cccnc1,-4,?,10µM*,8%,9%,-2%,2,4,1%,-4%,?
Cc1c(C(=O)OCC(=O)Nc2ccc(C(N)=O)cc2)cccc1[N+](=O)[O-],0,-3%,?,-5%,-1%,-14%,3,9,-5%,0%,-2%
CCNC(=O)COC(=O)c1cc(=O)[nH]c2ccccc12,-3,-4%,-7%,2%,-1%,nt,-2,-5,-1%,-1%,-3%
CC(=O)N1CCN(S(=O)(=O)c2cccc(C(=O)NNC(=O)COc3ccc(Cl)cc3C)c2)CC1,5,nt,nt,2%,-4%,-1%,nt,7,-5%,6%,-13%
O=C(N/N=C/c1cc(Br)ccc1O)C(c1ccncc1)N1CCOCC1 (stereo unspecified),15,16µM*,5µM*,13%,-24%,-8%,4,-5,-12%,-1%,-1%
CC(=O)Nc1cccc(/C(C)=N/NS(=O)(=O)c2ccccc2)c1,5,-17%,-17%,1%,-4%,-5%,2,-21,-4%,-2%,2%
O=C(CCl)Nc1cccc(S(=O)(=O)NC2=NCCCCC2)c1,7,nt,nt,-9%,nt,2.5µM*,nt,-18,nt,-1%,nt
Cc1cc(C)n(CC(=O)N2CCCC(N3CCN(Cc4ccc5c(c4)OCO5)CC3)C2)n1 (stereo unspecified),4,2%,2%,-1%,-5%,-1%,nt,13,3%,1%,1%
COc1cccc(C(C)NC(=O)Nc2ccccc2Cl)c1 (stereo unspecified),14,?,-9%,0%,-4%,-9%,4,-1,3%,7%,-7%
CC(=O)n1cc(/C=N/NC(=O)c2ccccc2O)c2ccccc21,-6,3.5µM*,2.8µM*,11%,?,-16%,1,-4,28%,?,9.5µM*
O=C(COc1ccc(S(=O)(=O)NC2CCCCC2)cc1)N1CCN(c2cccc(Cl)c2)CC1,5,?,-7%,-14%,-34%[inhibitor],nt,-1,-7,-11%,-17%,1%
CCn1c(COc2ccccc2)nnc1SCc1ccc(C#N)cc1,25,-3%,-11%,-2%,4%,7%,1,9,-1%,-1%,0%
O=C(Nc1ccc(Br)cc1)c1cccc(S(=O)(=O)Nc2ccccn2)c1,nt,-9%,?,-11%,0%,-10%,nt,11,4%,-1%,-9%
Cc1cc(NC(=O)c2ccc3c(c2)OCCO3)no1,2,7.1µM*,10µM*,0.65µM*,0.45µM*,-16%,-3,-80*,?,-4%,1.2µM*
O=C(c1ccc(Cl)cc1)c1ccc(Oc2cc(NN3CCCCC3)c([N+](=O)[O-])cc2[N+](=O)[O-])cc1,0,3%,-41%,-1%,-2%,-2%,-2,-8,-5%,0%,5%
COc1ccc(/C=C(\C#N)C(=O)NCc2ccccc2)cc1O,-6,-5%,11%,-4%,-1%,-13%,1,38[activator],2%,-2%,?
Fc1ccccc1OCCCCN1CCCCC1,6,-6%,-11%,-1%,-3%,7%,1,14,-5%,0%,-1%
CN(CCO)c1nc(N)c2c(N)nc3c(c2c1C#N)CC(=O)N3C1CCCC1,nt,4%,-22%,-4%,-3%,nt,-38*,nt,-8%,-21%,-18%
CCN(CC)CC1C(=O)N(c2ccc(OC)cc2)C1c1ccccc1 (stereo unspecified),-2,9%,4%,-3%,0%,-3%,0,-16,-5%,-7%,1%
CCc1ccc(-c2cc(C(=O)N/N=C/c3c[nH]c4ccccc34)[nH]n2)cc1,-12,13µM*,11µM*,-7%,-1%,-17%,-2,-2,-10%,3%,4.3µM*
CCOC(=O)C1CCCN(C(=O)CCc2nc3sc4c(c3c(=O)[nH]2)CCCC4)C1 (stereo unspecified),-9,nt,nt,-1%,15%,?,nt,-3,2%,0%,nt
C=CCN1C(=O)C2C(C(=O)NCc3ccccc3)C3C=CC2(O3)C1C(=O)NC(C)(C)C (stereo unspecified),1,1%,-16%,-1%,10%,-1%,3,4,0%,-4%,3%
Nc1nc(SCC(=O)N2CCc3ccccc3C2)[nH]c(=O)c1-c1ccccc1,-1,5%,42%,1%,1%,-2%,-4,-9,-5%,-12%,7%
COc1cc(CCC(=O)NCc2ccc(F)cc2)cc(OC)c1OC,-6,3%,-13%,2%,10%,3%,0,-2,1%,3%,-3%
Cc1ccc(S(=O)(=O)NCC(=O)N(CC(=O)NCc2ccco2)Cc2ccco2)cc1,-6,-14%,15%,-1%,-9%,1%,3,-7,0%,-2%,-3%
COc1ccc(Cl)cc1NC(=O)CN(C)C(=O)C1CC1,9,nt,nt,14%,nt,?,nt,3,nt,-3%,nt
Fc1cccc(Nc2ncnc3[nH]ncc23)c1,-11,-14%,-17%,-7%,-13%,?,1,3,11%,-3%,-10%
C=CCCCCCCCCc1nc(SCC(C)=O)n[nH]1,27,-4%,24%,-4%,-1%,11%,4,0,-3%,-7%,0%
Cc1ccc(CNC(=O)CSc2nc(=O)n3ccccc3n2)cc1,1,nt,nt,3%,0%,-2%,nt,-13,-4%,-3%,-1%
Cc1cc(C)n(CC(=O)NNC(=O)c2ccc(OC(F)(F)F)cc2)n1,23,nt,nt,nt,nt,2%,nt,20,nt,-1%,nt
Cc1nc2c(-c3ccc(F)cc3)c(C)nn2c(C)c1CCC(=O)NCCN1CCOCC1,-1,-1%,-33%,5%,-12%,-4%,2,-15,-6%,-11%,-1%
CC(C)Nc1ccccc1,-6,-7%,23%,1%,-6%,8%,nt,2,1%,?,3%
COc1ccc(-c2nc(C#N)c(N3CCOCC3)o2)cc1OC,-1,-6%,14%,15%,-2%,-5%,0,6,-1%,24%,3%[2.3 µM]
CCOc1ccc(-c2nnn(CC(=O)N3CCCC(C)C3)n2)cc1 (stereo unspecified),45,-11%,12%,-4%,-7%,-22%,0,4,-8%,0%,?
CC[N+]1(C)CC2CCC(C)(C1)C2(C)C (stereo unspecified),10,1%,35%,-17%,3%,-7%,-1,-20,0%,-1%,-2%
COc1ccc(NS(=O)(=O)c2ccc(C)c(C(=O)N(C)CCc3ccc(OC)c(OC)c3)c2)cc1,2,nt,nt,-7%,-4%,-10%,nt,10,-3%,0%,7%
CCc1ccc(NC(=O)Cn2c(=O)n(CCC(=O)NC3CCN(Cc4ccccc4)CC3)c(=O)c3ccccc32)cc1,-1,-7%,18%,0%,-9%,-2%,2,-25,-3%,-9%,0%
CCN(CC)C(=O)COC(=O)c1cc(-c2ccco2)nc2ccccc12,3,2%,23%,-1%,10%,-1%,-3,-4,1%,-13%,?
Cc1c(C(=O)O/N=C(\N)c2ccccn2)cccc1[N+](=O)[O-],-8,-21%,-38%,2.1µM*,0.79µM*,-7%,2,6,3.2µM*,-7%,0.3µM*
Cc1nn(Cc2ccc(Cl)cc2Cl)c(C)c1NC(=O)Cn1nc([N+](=O)[O-])c(Cl)c1C,1,-2%,-15%,nt,nt,7%,1,-11,nt,nt,2%
